KDM5B inh – blocks human KDM5B histone demethylase activity | KDM5B demethylase, FDH-coupled NADH fluorescence (FDH is formaldehyde dehydrogenase) | Potency, µM (series often up to 57.7 µM), for the others: top-dose activity change, negative = inhibition, most hits filed as inhibitors | hit rate 2.6% among 220,000 | Q9UGL1; active = well fitted inhibition curve with a large enough effect; inconclusive = small, poorly fitted or top-dose-only effect; inactive = no such curve, though single readings can be large or run the other way; note: 0% is about no effect; nearly all actives have a fitted effect of over 70% in size
Target sequence (Q9UGL1 whole entry, looked up): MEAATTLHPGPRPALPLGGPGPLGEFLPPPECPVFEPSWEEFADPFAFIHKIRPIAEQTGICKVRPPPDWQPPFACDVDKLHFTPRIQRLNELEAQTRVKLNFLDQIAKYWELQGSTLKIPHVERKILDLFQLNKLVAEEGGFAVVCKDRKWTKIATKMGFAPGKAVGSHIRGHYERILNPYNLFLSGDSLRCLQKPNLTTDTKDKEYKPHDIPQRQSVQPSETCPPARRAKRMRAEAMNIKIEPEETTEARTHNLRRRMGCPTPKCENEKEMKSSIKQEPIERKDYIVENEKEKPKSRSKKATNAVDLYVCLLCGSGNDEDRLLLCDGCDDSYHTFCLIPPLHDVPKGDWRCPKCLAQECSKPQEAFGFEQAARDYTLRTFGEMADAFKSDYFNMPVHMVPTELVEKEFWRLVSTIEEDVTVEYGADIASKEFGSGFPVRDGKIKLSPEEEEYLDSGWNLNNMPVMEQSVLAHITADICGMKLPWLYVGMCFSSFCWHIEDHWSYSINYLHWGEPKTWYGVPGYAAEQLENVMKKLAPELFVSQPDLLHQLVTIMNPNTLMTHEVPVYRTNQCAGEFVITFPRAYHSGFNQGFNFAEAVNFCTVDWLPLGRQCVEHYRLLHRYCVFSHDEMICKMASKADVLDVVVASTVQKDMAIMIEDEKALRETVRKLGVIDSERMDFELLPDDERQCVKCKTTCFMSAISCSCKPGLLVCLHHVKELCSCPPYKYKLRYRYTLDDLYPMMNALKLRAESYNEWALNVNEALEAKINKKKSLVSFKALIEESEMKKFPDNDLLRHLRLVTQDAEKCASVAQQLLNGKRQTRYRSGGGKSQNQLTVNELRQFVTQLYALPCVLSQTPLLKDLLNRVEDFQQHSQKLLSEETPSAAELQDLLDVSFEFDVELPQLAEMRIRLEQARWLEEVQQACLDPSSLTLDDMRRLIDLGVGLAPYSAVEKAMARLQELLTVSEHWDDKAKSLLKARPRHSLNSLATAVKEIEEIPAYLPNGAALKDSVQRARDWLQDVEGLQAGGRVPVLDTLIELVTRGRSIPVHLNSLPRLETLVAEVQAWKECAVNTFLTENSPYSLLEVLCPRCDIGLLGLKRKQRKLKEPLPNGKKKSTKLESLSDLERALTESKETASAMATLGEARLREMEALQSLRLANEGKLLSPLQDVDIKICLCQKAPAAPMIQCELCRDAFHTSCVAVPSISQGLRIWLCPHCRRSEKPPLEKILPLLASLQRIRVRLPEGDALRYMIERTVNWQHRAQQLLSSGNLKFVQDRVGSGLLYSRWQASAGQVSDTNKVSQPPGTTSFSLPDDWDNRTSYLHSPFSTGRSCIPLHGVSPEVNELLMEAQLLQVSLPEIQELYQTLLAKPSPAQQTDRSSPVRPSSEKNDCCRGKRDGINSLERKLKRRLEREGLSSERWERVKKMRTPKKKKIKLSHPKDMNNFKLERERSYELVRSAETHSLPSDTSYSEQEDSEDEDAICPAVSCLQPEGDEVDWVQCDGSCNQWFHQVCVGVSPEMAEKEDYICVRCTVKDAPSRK
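Compound dilutions met 200 nM (final) KDM5BΔAP for 10 min at room temperature before substrate addition. The substrate mix held 12.5 µM H3K4me3 with cofactors 25 µM α-ketoglutarate and 50 µM Fe²⁺. NADH signal gain over 30 min defined activity.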
* hit, by the source's call; ? = inconclusive; [ ] = dose if it differs, or a comment. Potency is the fitted concentration of half-maximal effect. An excerpt; count on the stated rates, not on these rows.

| item | KDM5B inh | canonical_smiles |
| --- | --- | --- |
| 1 | 2.3% | COC(=O)c1cc2c(N)c(C(=O)c3ccc(Cl)cc3)sc2nc1C(OC)OC |
| 2 | -4.3% | C=CCN(CC=C)C(=O)CSc1nnc(-c2c[nH]c3ccccc23)o1 |
| 3 | 1.8% | O=C(NC1(c2ccccc2)CCC1)c1ccc(F)cc1Br |
| 4 | -15.4% | Cc1nnsc1C(=O)NNS(=O)(=O)c1cc(C(F)(F)F)cc(C(F)(F)F)c1 |
| 5 | -16.6% | O=C(c1ccccc1F)N1CCc2n[nH]c(=O)n2CC1 |
| 6 | ? | CCCCN(C)CCNC(=O)c1cc(-c2ccc(Cl)s2)nc2ccccc12 |
| 7 | ? | Cc1cccc2cc(-c3nc(-c4cccs4)no3)c(=O)oc12 |
| 8 | -18.6% | CCOc1cc(C(=O)N2CCC[C@H]2c2nc(-c3ccc(F)cc3)no2)cc(OCC)c1OCC |
| 9 | -0.6% | CCn1c(SCC(=O)Nc2nnc(C)s2)nnc1C(C)NC(=O)c1ccccc1F (centres undefined) |
| 10 | -26.8% | CN[C@H]1C[C@H]2c3cc(N4CCOCC4)ccc3CCN2C[C@H]1[C@H](C)O |
| 11 | ? | COc1cc(NC(=O)CCc2nc3cccnc3n2Cc2cccs2)cc(OC)c1OC |
| 12 | -8.7% | Cc1cc(C(=O)N2C[C@@H](COCC3CC3)[C@H](c3ccccn3)C2)ccn1 |
| 13 | -7.1% | COc1ccc(NC(=O)N(C(C)C)C2CCN(C(C)=O)CC2)c(OC)c1 |
| 14 | -4.7%[86.2 µM] | Cc1cc(CNC(=O)[C@@H]2CCC[C@@H](N(C)C)CN(C)C(=O)C2)no1 |
| 15 | 18.9% | Cc1ccc(CNC(=O)C2CCN(c3nc4c(C)cc(C)cc4s3)CC2)cc1 |
| 16 | 6.5% | O=S(=O)(c1ccc2c(c1)OCCCO2)N1CC[C@H](CO)[C@@H](O)C1 |
| 17 | -6.3% | Cc1sc(N)c(C#N)c1-c1ccccc1 |
| 18 | ? | Cc1ccc2nc(N3CCN(c4cccc(Cl)c4)CC3)c(-n3nc(C)cc3C)nc2c1 |
| 19 | 28.2µM* | Cn1cc(Nc2ccc(Cl)cc2)c2nc(CN3CC[S+](=O)([O-])CC3)cn2c1=O |
| 20 | 10.9%[86.2 µM] | COC(=O)[C@H](NC(=O)[C@@H]1C[C@H](NC(=O)NC(C)C)CN1C(=O)CSC)C(C)C |
| 21 | -20.7% | COc1cccc(NC(=O)Cn2c(=O)n(CC(=O)NCCc3ccccc3)c(=O)c3sccc32)c1 |
| 22 | -13.6% | COc1ccc(C(=O)N(C)C2CCc3nnc(C)n3CC2)cc1F (centres undefined) |
| 23 | -12.6% | COc1ccc(NC(=O)CN2C(=O)COc3ccc(S(=O)(=O)N4CCOCC4)cc32)cc1Cl |
| 24 | 19.9% | CN(C)C[C@@H]1CN(S(C)(=O)=O)C[C@H]1NC(=O)Cn1c(=O)oc2ccccc21 |
| 25 | -25.1% | Cc1c(Cl)cccc1Nc1nc(N)c(C(=O)C(C)C)s1 |
| 26 | -2.8% | O=C(N/N=C/c1cccs1)c1cccc2ccccc12 |
| 27 | 5.4% | Cc1oc2ncn(CC(C)C)c(=O)c2c1C(=O)N1CCN(c2ccccc2F)CC1 |
| 28 | -25.1% | CC(C)(C)c1ccc(-n2ncc3c2CCCC3NC(=O)c2ccncc2)cc1 (centres undefined) |
| 29 | -2.3% | CC(C)CCN1CCC2(CC1)C(=O)NCN2Cc1ccc(Cl)cc1 |
| 30 | -19.7% | COc1ccc(CNc2nc(-c3ccccc3)nn2C(=O)c2ccccc2OC)cc1 |
| 31 | 12.0% | O=C(Nc1ccc(C(F)(F)F)cc1)N1CCCC(Cn2c(C3CC3)nc3cccnc32)C1 (centres undefined) |
| 32 | 0.0% | CC(C)(C)c1ccc(C(=O)NCCCNC(=O)c2ccc(C(C)(C)C)cc2)cc1 |
| 33 | 2.0% | Cc1nc2ccc(C(=O)N3CC(=O)N(c4ccc(Cl)cc4)CC3C)cc2[nH]1 (centres undefined) |
| 34 | 3.8%[86.2 µM] | Cc1oc(C(O)c2ccccc2F)nc1C(=O)Nc1ccc2[nH]c(=O)[nH]c2c1 (centres undefined) |
| 35 | ? | O=C(N[C@H](C1CCNCC1)C1CC(O)C1)c1ccc2nccnc2c1 (some centres undefined) |
| 36 | 21.4% | CN(CC(F)(F)F)C(=O)CCNC(=O)c1ccc(Br)cc1 |
| 37 | ? | c1ccc(-c2noc(-c3cncnc3NCc3cccs3)n2)cc1 |
| 38 | 6.6% | Cc1ccc(/C=C/C(=O)O)cc1Cl |
| 39 | 33.2% | CCC(C)NC(=O)Cn1c(C)ccc(NC(=O)Nc2ccc(C)cc2)c1=O (centres undefined) |
| 40 | 37.5% | Nn1c(SCc2cccc(Br)c2)nnc1-c1cccnc1 |
| 41 | 4.7% | CCOc1ccc(OCC)c(NC(=O)CCn2ccn3nc4c(c3c2=O)CCCC4)c1 |
| 42 | -6.9% | CS(=O)(=O)c1ccc2nc(NC(=O)CSCc3ccccc3)sc2c1 |
| 43 | 17.8% | O=C(O)CNC(=O)Cn1ccc2cc(OCc3ccccc3)ccc21 |
| 44 | -22.5% | COc1cc(OC)cc(-c2nc3nc(C)c(CCC(=O)Nc4cc(C)cc(C)c4)c(C)n3n2)c1 |
| 45 | -12.1% | CC(OC(=O)c1ccc(OCC(N)=O)cc1)C(=O)c1ccc2c(c1)CCC2 (centres undefined) |
| 46 | 15.6% | Cc1cnc(CC2CCN(C(=O)Cc3cccc(F)c3)CC2)n1CC1CC1 |
| 47 | -18.5% | Cc1ccc(NC(=O)CCNS(=O)(=O)c2cccc3nonc23)cc1Cl |
| 48 | -11.1% | COCCOC1CCN(S(=O)(=O)c2cn(C)cn2)CC1 |
| 49 | -5.2% | COC(=O)COc1ccc(/C=N/NC(=O)CN(c2ccccc2OC)S(=O)(=O)c2ccccc2)cc1 |
| 50 | 32.8% | CC(/C=N/NC(=O)c1ccccc1F)c1ccccc1 (centres undefined) |

(list continues)
| item | KDM5B inh | canonical_smiles |
| --- | --- | --- |
| 51 | -133.4% | COc1ccc(-c2cn3c(n2)sc2cc(C(=O)NCc4cccc(F)c4)ccc23)cc1 |
| 52 | 2.9% | O=C(CSc1nnc(NC2CC2)s1)Nc1ccc(Cl)cc1 |
| 53 | ? | Cc1ccc(N2C(=O)N(Cc3cc(=O)n4ccccc4n3)c3ccccc3S2(=O)=O)cc1Cl |
| 54 | 16.4% | CCCc1noc(-c2cn(C3CCN(C(=O)c4ccc(C#N)cc4)CC3)nn2)n1 |
| 55 | 7.6% | Cc1cccc(NC(=O)CSc2nc(C)cc(C)c2C(=O)Nc2ccc(Cl)cc2)c1 |
| 56 | 4.5% | COc1ccc(CNC(=O)CN2C(=O)N(c3cccc(OC)c3)S(=O)(=O)c3ccccc32)cc1 |
| 57 | 3.7% | COC(=O)c1cc(NCc2ccccc2F)ccc1N1CCOCC1 |
| 58 | 6.8% | CCCc1cc(=O)[nH]c(Nc2nc(C)c3ccccc3n2)n1 |
| 59 | 14.8% | c1ccc(-n2nnnc2CNc2cccc3c2CCCC3)cc1 |
| 60 | -5.9% | Cc1ccc(C)c(N2CCN(C(=O)C(C)n3c(C)c4cnn(-c5ccccc5)c(=O)c4c3C)CC2)c1 (centres undefined) |
| 61 | 28.0% | O=C(NC1CC2CC1C1CCCC21)c1ccc(Cl)nc1 (centres undefined) |
| 62 | ? | CCn1nc(NC(=O)C2CCCO2)c2cc3cccc(C)c3nc21 (centres undefined) |
| 63 | 56.2µM* | O=C(c1cc(C2CC2)nc2onc(C3CCNCC3)c12)N1CCOCC1 |
| 64 | 27.0% | Cc1cc(F)ccc1NC(=S)NC1CCCC1 |
| 65 | 21.6% | CCC(CC)NC(=O)COc1ccccc1NC(C)=O |
| 66 | 9.4% | Cc1ccc(NC(=O)CCn2nc(C)c3c(C)n(-c4ccccc4)nc3c2=O)cc1Cl |
| 67 | 3.4% | COc1ccc(-c2coc3cc(OCc4ccccc4C)ccc3c2=O)cc1 |
| 68 | 13.4% | O=C(CSc1nccc(-c2cccs2)n1)Nc1cccc(Cl)c1Cl |
| 69 | -3.5% | Cc1sc2nc(SCc3ccc(C(=O)O)cc3)n(Cc3ccco3)c(=O)c2c1C |
| 70 | -22.5% | Cc1ccc(N2C(=O)C(CC(=O)Nc3ccc(F)cc3)N(Cc3ccc4c(c3)OCO4)C2=O)cc1 (centres undefined) |
| 71 | -80.8% | CC(C)NC(=O)CCSc1nc(-c2ccc3c(c2)OCO3)cc(C(F)(F)F)n1 |
| 72 | -1.1% | O=C(OCc1cccc2cccnc12)c1ccccn1 |
| 73 | -4.7%[86.2 µM] | COC(=O)c1ccc(CN2C(=O)[C@@H]3C[C@@H](O)CN3C3(CN(C(C)C)C3)C2=O)cc1 |
| 74 | -15.7% | O=[N+]([O-])c1ccc(Oc2cccc3cccnc23)cc1 |
| 75 | -1.6% | Clc1cccc(-c2noc(-c3ccc[nH]3)n2)c1 |
| 76 | 23.0% | Cc1cc(C)nc(/N=C2\NC(=O)CC(C(=O)O)N2c2ccc(Oc3ccccc3)cc2)n1 (centres undefined) |
| 77 | -22.5% | COCCNC(=O)[C@H]1C[C@H](Oc2cccnc2)CN1C(=O)Cc1ccccc1 |
| 78 | 8.8% | CCNC(=O)C(C)Sc1nc(C(F)(F)F)nc2ccccc12 (centres undefined) |
| 79 | -12.0% | Cc1ccccc1S(=O)(=O)N1C[C@@H]2CCCN3CCC[C@@H]([C@H]23)[C@H]1CCCC(=O)N1CCOCC1 |
| 80 | -2.0% | COc1ccc(CNC(=O)C2CCN(C(=O)c3nnn4c3COC(c3ccc(C)cc3)C4)CC2)cc1 (centres undefined) |
| 81 | 16.3% | CN(Cc1ccccc1C(F)(F)F)C(=O)C1CCN(Cc2cccnc2)CC1 |
| 82 | 9.5% | O=[N+]([O-])c1ccc(-c2cnc[nH]2)cc1 |
| 83 | -28.8% | Cc1cc(C)cc(N(C)S(=O)(=O)c2nnc(NC(=O)COc3ccc(Cl)cc3)s2)c1 |
| 84 | 9.2% | CCc1nc(-c2ccc(OC3CCN(S(=O)(=O)c4cn(C)cn4)C3)cc2)no1 (centres undefined) |
| 85 | 2.9% | CCOc1ccc(Nc2nc3ccccc3nc2NS(=O)(=O)c2cccs2)cc1 |
| 86 | -22.7%[86.2 µM] | COC(=O)[C@@H]1Cc2ncn(C(C)C)c2CN1S(=O)(=O)c1ccc(C#N)cc1 |
| 87 | -12.3% | O=C(NCCCc1ccccc1)c1ccc(CN2C(=O)NC3(CCOCC3)C2=O)cc1 |
| 88 | -14.9% | Cn1c(=O)n(CCCc2ccccc2)c(=O)c2c1nc1n2CCN1c1ccccc1 |
| 89 | 4.0% | CC(=O)N1CCC[C@H]1C(=O)N1CCc2nc(C)nc(NC3CC3)c2CC1 |
| 90 | ? | COc1cn(-c2ccccc2)nc1C(=O)OCC(=O)NC1CCCC1 |
| 91 | 12.0% | NC(=O)CN1CC2(CCC1=O)CCN(C[C@@H](O)CO)CC2 |
| 92 | -7.5%[86.2 µM] | OC(c1nc(Nc2ccc(Oc3ccccc3)cc2)n[nH]1)C1CC1 (centres undefined) |
| 93 | 3.5% | O=C(Nc1noc2ccccc12)c1ccc(Br)o1 |
| 94 | -15.6% | CC(C)(C)C(=O)/C=c1/[nH]c(=O)/c(=C/c2ccc(F)c(F)c2)s1 |
| 95 | 18.1% | CC(C)(C)c1ccc(S(=O)(=O)N2CCC(N3CCCCC3)CC2)cc1 |
| 96 | -12.7%[86.2 µM] | Cn1nccc1CN1CCC2(Cc3ccccc3NC2=O)C1 (centres undefined) |
| 97 | -12.6% | CC(C(=O)Nc1nccs1)N1CCN(c2nccnc2C#N)CC1 (centres undefined) |
| 98 | 10.9% | O=C(Cn1ccnc1)N1CCC(N2C(=O)C3(CCCC3)C2c2ccccc2)CC1 (centres undefined) |
| 99 | 31.6µM* | COc1ccc(CCNC(=O)c2noc(-c3ccc[nH]c3=O)n2)cc1OC |
| 100 | 13.9% | CCN(CC(=O)NC(C)C)S(=O)(=O)N1CCCC(C)C1 (centres undefined) |

(list continues)
| item | KDM5B inh | canonical_smiles |
| --- | --- | --- |
| 101 | ? | CCOc1ccc(S(=O)(=O)NCc2nc3cccnc3n2Cc2ccccc2OC)cc1 |
| 102 | ? | c1cc2c(cc1OC1CN(CC3CCCCC3)C1)OCO2 |
| 103 | 21.1%[86.2 µM] | CC(C)C1=NOC2(CCN(Cc3ccc(F)cc3)CC2)C1 |
| 104 | -1.6% | Cc1cc2oc(=O)cc(CN(C)CCOc3ccc(F)cc3)c2cc1C |
| 105 | -22.2% | COCC1CCCN1S(=O)(=O)c1ccc2c(c1)CN(C(=O)COC(C)C)CC2 (centres undefined) |
| 106 | 27.2% | Cc1ccc(N2CCN(C(=O)C[C@H]3NC(=O)c4ccccc4NC3=O)CC2)c(C)c1 |
| 107 | ? | COc1ccc(CN2CCC(C)CC2)cc1 |
| 108 | -5.5% | Cc1ccc(Cl)c(OCn2ccc(C(=O)N3CCN(Cc4ccccc4F)CC3)n2)c1 |
| 109 | ? | CCOc1cc(/C=C(\C#N)C(=O)NCC2CCCO2)ccc1O (centres undefined) |
| 110 | 6.2% | Cc1nc(-c2c3n(c(=O)n(CC(=O)Nc4ccc(F)cc4)c2=O)CCCC3)no1 |
| 111 | -17.4% | C[C@@]1(O)CCN(C(=O)CCCS(N)(=O)=O)C[C@@H]1Cc1ccccc1 |
| 112 | 4.1% | COc1ccc(Nc2nc3ccccc3nc2NS(=O)(=O)c2cccs2)cc1 |
| 113 | -9.4% | Cc1cc(C)c(NC(=O)CN(C)C(=O)CSc2ccc(Br)cc2)c(C)c1 |
| 114 | -1.8% | CN(Cc1ccc(C(F)(F)F)cc1)C(=O)C1CCCCC1 |
| 115 | -2.9% | CCN(CC)CCNC(=O)Cn1cnc2sc(C)c(S(=O)(=O)N3CCN(c4ccccc4OC)CC3)c2c1=O |
| 116 | -18.4% | CC(C)CN1CCC(NC(=O)Cc2cc(Cl)c3c(c2)OCCO3)CC1 |
| 117 | -1.1% | Cn1cc([N+](=O)[O-])c(C(=O)Nc2ccc(-c3nc4ccccc4o3)cc2)n1 |
